CHX counter – Cycloheximide Counterscreen for Small Molecule Inhibitors of Shiga Toxin; hit rate 12% among 300,000; max response, %; cell reporter, cycloheximide protein synthesis inhibition counterscreen; in the data active = max response mostly above about 13%, no sharp cut-off; inactive = mostly below about 14%; note: read at 38.3 µM for the half of the compounds with a filed dose; 0% is about no effect
AMA1 RON2 block – qHTS for Inhibitors of AMA1-RON; Towards Development of Antimalarial Drug Lead: Primary Screen; Plasmodium falciparum AMA1 (3D7) - RON2 peptide interaction; AlphaScreen AMA1-biotinylated RON2 peptide binding; Potency, µM (series often up to 58.2 µM), inactives show at the top dose activity change, negative = inhibition, actives largely listed as inhibitors; hit rate 0.2% among 360,000; AID 720542, 2013;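 note: potency is the fitted concentration of half-maximal effect; 0% = vehicle wells and -100% = peptide control; nearly all actives have a fitted effect of over 45% in size; some results filed as inactive show a strong effect at the top dose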
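AMA1 (3D7) with his tag at 25 nM final met compounds first, then biotinylated RON2 peptide at 25 nM; detection used donor plus acceptor beads, 10 µg/mL apiece, read by AlphaScreen after 30 min at room temperature.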
Giardia FBPA inh – qHTS Assay for Inhibitors of Fructose-1,6-bisphosphate Aldolase from Giardia Lamblia; A8B2U2; purified Giardia FBPA; Potency, µM (highest dose often 59.6 µM), inactives show top-dose activity, negative = inhibition, most hits filed as inhibitors; hit rate 0.71% among 290,000; AID 2451, 2010; note: potency is the fitted concentration of half-maximal effect; % is set by controls: 0 for no effect and ±100 for the full control effect; nearly all actives have a fitted effect of over 55% in size
Target sequence (A8B2U2 whole entry, looked up): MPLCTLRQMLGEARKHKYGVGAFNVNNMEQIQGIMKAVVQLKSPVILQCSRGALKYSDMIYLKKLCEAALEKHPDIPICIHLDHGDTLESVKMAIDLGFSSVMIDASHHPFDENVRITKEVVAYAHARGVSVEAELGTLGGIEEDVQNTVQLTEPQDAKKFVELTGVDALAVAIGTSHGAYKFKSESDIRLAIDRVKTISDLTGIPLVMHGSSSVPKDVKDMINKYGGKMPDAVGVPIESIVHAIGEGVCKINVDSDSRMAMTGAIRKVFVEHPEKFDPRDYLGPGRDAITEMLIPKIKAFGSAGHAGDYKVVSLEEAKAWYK
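Giardia FBPA (40 nM reagent) was preincubated 10 min at RT with compound (up to 57.5 uM final), then substrate plus GAPDH/TPI/NAD/arsenate coupling system with diaphorase/resazurin was added; resorufin fluorescence (525/598 nm) was read after 20 min.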
AmpC inh detg – qHTS Inhibitors of AmpC Beta-Lactamase (assay with detergent); AmpC hydrolysis of nitrocefin, absorbance 480 nm, 0.01% Triton; hit rate 0.041% among 370,000; Potency, µM (doses to about 114 µM), for inactives: at the highest dose activity change, negative = inhibition, most hits filed as inhibitors;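 note: potency is the fitted concentration of half-maximal effect; 0% = no-compound wells and -100% = no-enzyme wells; nearly all actives have a fitted effect of over 25% in size; some results filed as inactive show a strong effect at the top dose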
Target sequence (P00811 whole entry, looked up): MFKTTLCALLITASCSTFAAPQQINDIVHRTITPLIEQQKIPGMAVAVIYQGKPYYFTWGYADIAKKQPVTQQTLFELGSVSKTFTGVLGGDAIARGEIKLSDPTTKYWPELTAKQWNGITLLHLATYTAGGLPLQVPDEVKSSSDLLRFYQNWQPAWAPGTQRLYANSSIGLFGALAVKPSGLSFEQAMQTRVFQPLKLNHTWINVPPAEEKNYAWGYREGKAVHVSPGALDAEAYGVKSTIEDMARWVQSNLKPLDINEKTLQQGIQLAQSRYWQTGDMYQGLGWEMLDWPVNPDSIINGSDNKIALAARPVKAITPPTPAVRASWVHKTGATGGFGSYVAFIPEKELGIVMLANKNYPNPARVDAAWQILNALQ
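AmpC (5.3 nM in the dispensed reagent) in 20 mM phosphate pH 7.0 with 0.01% (detergent screen) or 0.0001% Triton X-100 was preincubated with compounds for 15 min at room temperature. Nitrocefin was then added from an 800 uM solution, and hydrolysis was followed at 480 nm.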
AmpC no deterg – qHTS Inhibitors of AmpC Beta-Lactamase (assay without detergent); P00811; AmpC nitrocefin hydrolysis, absorbance 480 nm, 0.0001% Triton; Potency, µM (doses to about 57.1 µM), inactives show at the highest dose activity change, negative = inhibition, hits mostly inhibitors; hit rate 0.52% among 330,000; AID 485341, 2010;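 note: potency is the fitted concentration of half-maximal effect; plate controls were no compound for no effect and no enzyme for full effect; nearly all actives have a fitted effect of over 20% in size; some results filed as inactive show a strong effect at the top dose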
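20 mM phosphate pH 7.0 + 0.01% (detergent screen) or 0.0001% Triton X-100; 5.3 nM AmpC reagent; cpd preinc 15 min RT; nitrocefin (800 uM stock) to start; A480 q20 s × 4 min; Activity was normalised to no-enzyme and no-compound control wells.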
Shiga inhibitor – A qHTS for Small Molecule Inhibitors of Shiga Toxin; Vero cells, Shiga toxin protein synthesis inhibition reporter; inhibition, % at 38.7 µM; hit rate 9.2% among 290,000; in the data active = inhibition mostly above about 28%, no sharp cut-off; inactive = mostly below about 43%; note: 0% is about no effect
HCMV inh – qHTS Assay for inhibitors of the human cytomegalovirus (HCMV); HFF cells, HCMV-luciferase reporter, 72 h; hits give low values; activity change, negative = inhibition, % at 57.5 µM; hit rate 4.5% among 410,000; in the data active = activity change below about -60%; inconclusive = no clear call, values can overlap the other calls; inactive = above about -39%; note: % is set by controls: 0 for no effect and ±100 for the full control effect
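HFF cells seeded 16 h at 37C, treated with compounds, infected with luciferase-reporter HCMV at MOI 1 PFU/cell; luciferase read at 72 h post infection, normalized to buffer-only and Salinomycin controls.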
The depositor's hits bear a star; ? = inconclusive; nt = no result given; [ ] = remark or other dose. Unless noted, calls come from the whole dose curve; as a rule, active = well fitted curve in the direction sought with a large enough effect; inconclusive = small, poorly fitted or top-dose-only effect, or another doubt; inactive = no such curve, though single readings can be large; an effect the other way counts as inactive or inconclusive.

A first look:
SMILES	CHX counter	AMA1 RON2 block	Giardia FBPA inh	AmpC inh detg	AmpC no deterg	Shiga inhibitor	HCMV inh
Cc1ccc(-n2c(SCC(=O)O)nc3sc4c(c3c2=O)C(C)CCC4)cc1 (stereo not given)	12	0%	12%	1%	-15%	2	-9
COc1ccc(N2C(=O)c3ccccc3S2(=O)=O)cc1	8	6%	3%	-2%	-11%	24	?
COc1ccc2c(c1)C(=O)N(c1ccccc1C)C(=O)C2(C)C	-1	-2%	-1%	-11%	-20%	-12	-29

This part in full (from the top)
SMILES	CHX counter	AMA1 RON2 block	Giardia FBPA inh	AmpC inh detg	AmpC no deterg	Shiga inhibitor	HCMV inh
Cc1ccc(-n2c(SCC(=O)O)nc3sc4c(c3c2=O)C(C)CCC4)cc1 (stereo not given)	12	0%	12%	1%	-15%	2	-9
COc1ccc(N2C(=O)c3ccccc3S2(=O)=O)cc1	8	6%	3%	-2%	-11%	24	?
COc1ccc2c(c1)C(=O)N(c1ccccc1C)C(=O)C2(C)C	-1	-2%	-1%	-11%	-20%	-12	-29
COc1ccc(OCC(=O)OCCNC(=O)c2cccnc2)cc1	-7	-26%	-5%	-1%	-16%	-12	-21
C=CCOC(=O)C1=C(C)NC(=O)NC1c1ccc(Cl)cc1 (stereo not given)	-7	9%	6%	-15%	-22%	-24	-2
COc1ccc(CC(NC(C)=O)C(=O)NC2CCN(S(=O)(=O)c3ccc(NC(C)=O)cc3)CC2)cc1OC (stereo not given)	1	1%	1%	-2%	-4%	-8	?
O=C(CSc1ncnc2ccccc12)c1ccc2c(c1)OCCO2	46*	34%[activator]	-7%	9%	11%	185*	?
COc1cc(-c2ccc3c(=O)c4ccccc4sc3c2)cc(OC)c1OC	nt	0%	nt	nt	-18%	nt	19
O=C(NNC(=O)c1ccc2c(c1)OCO2)NC1CCCCC1	-5	-8%	4%	2%	-8%	-6	25
Oc1c(Br)cc(Br)cc1CNc1cccc2cccnc12	-6	65%[activator]	?	4%	-54%	-13	98
CCCC1(C(=O)OCC)NC(c2ccc(N(C)C)cc2)C2C(=O)N(c3ccc4c(c3)OCCO4)C(=O)C21 (stereo not given)	-6	-20%	-3%	-2%	88%[activator]	11	22
CC(C)CN(C(=O)c1ccc(N2CCCC2=O)cc1)C1CCS(=O)(=O)C1 (stereo not given)	nt	15%	nt	?	7%	nt	-15
NS(=O)(=O)c1ccc(CNS(=O)(=O)c2cccc3nonc23)cc1	-3	-10%	-2%	8%	-6%	-6	13
CCOC(=O)c1c(C)[nH]c(C)c1C(=O)CSc1ncccn1	-3	-17%	2%	-12%	-3%	-8	55
COC(=O)c1sc(=S)n(-c2ccc(Cl)cc2)c1C	4	-2%	1%	-3%	-10%	-22	4
CCC(C)NC(=O)CCCCCn1c(=O)[nH]c2cc(OC)c(OC)cc2c1=O (stereo not given)	-3	-14%	-3%	?	-7%	-8	23
C=C1CCN([C@@H](C)C(=O)NCc2ccc(Cl)cc2)S(=O)(=O)c2ccccc21	-3	21%	1%	-5%	-1%	-4	-21
O=[N+]([O-])c1cc(S(=O)(=O)Nc2ccccc2)ccc1NCc1cccnc1	-3	-1%	1%	?	-32%	-9	-8
CN(CC(=O)Nc1ccc(F)cc1)C(=O)COC(=O)CNC(=O)c1ccc(Cl)cc1Cl	nt	-5%	nt	-14%	-5%	nt	-28
CC(C)NC(C)C(=O)C12CC3CC(CC(C3)C1)C2 (stereo not given)	-2	-16%	1%	-5%	-11%	-17	-5
COc1ccccc1C1=Nn2c(COc3ccccc3)nnc2SC1	-3	nt	-19%	2%	7%	-9	nt
O=C(NCc1cccnc1)c1cccc(NS(=O)(=O)c2ccc(Br)cc2)c1	nt	-1%	nt	5%	-24%	nt	-38
CC1(NC(=O)Nc2cc([N+](=O)[O-])ccc2O)CCS(=O)(=O)C1 (stereo not given)	nt	-3%	nt	6%	-22%	nt	-20
CCCNS(=O)(=O)c1ccc(Oc2ncc(C(F)(F)F)cc2Cl)cc1	7	39%[activator]	0%	1%	-4%	-2	2
COC(=O)c1oc2ccc(Br)cc2c1NC(=O)c1ccccc1	6	-4%	3%	-6%	-23%	-16	?
COc1ccc(OC)c(C=Nc2ccccc2-c2nc3ccccc3[nH]2)c1	27*	8%	1%	-9%	-43%	45*	26
O=C(Nc1ccc(Nc2ccccc2)cc1)C(Cl)(Cl)Cl	27*	-4%	-11%	-10%	-38%	49*	-30
COCCOC1CCN(C(=O)c2ccc(OC)c(OC3CCN(C(C)C)CC3)c2)CC1	-2	-12%	9%	?	-4%	4	-21
CC[C@H]1C/C=C\Cc2ccccc2[C@@H](C(=O)C[C@@H](O)CC(C)=O)OC1=O	nt	6%	nt	nt	0%	nt	-21
O=C(CCCn1c(=O)oc2ccccc21)Nc1cccnc1	-10	10%	-4%	?	-15%	-24	9
Cc1cccc(NS(=O)(=O)c2ccc(C(=O)N3CC(C)OC(C)C3)cc2)c1C (stereo not given)	nt	2%	nt	-11%	36%	nt	2
CCOC(=O)N1CCC2(CC1)CC(=O)c1c(ccc3oc(C(=O)O)c(C)c13)O2	-1	0%	11%	-1%	-23%	-6	34
CS(=O)(=O)Oc1ccc2c(c1)O/C(=C\c1cccc([N+](=O)[O-])c1)C2=O	4	-9%	-7%	-7%	-21%	29	nt
COc1cccc(C2=CC(=O)C[C@H](c3ccc(Cl)cc3)C2)c1	nt	1%	nt	-6%	-21%	nt	-31
[O-][n+]1onc2c1CCc1nnccc1-2	-2	1%	-1%	6%	-10%	-13	-23
O=C(O)CCn1c(=O)n(CCC(=O)O)c(=O)n(CCC(=O)O)c1=O	-3	0%	2%	-9%	-19%	25	-1
O=[N+]([O-])c1ccc(Oc2ccc(F)cc2Br)c2ccncc12	-3	-4%	-17%	?	-47%	-28	-78*
Cc1ncoc1C(=O)N1CCCC(CCC(=O)NCc2ccccc2F)C1 (stereo not given)	-1	30%	3%	3%	-12%	0	-3
CC(C)OC(=O)CSc1nc2cccnc2n1-c1ccc(F)cc1	-3	-1%	5%	5%	16%	-24	8
CCOC(=O)C1CCCN(c2ccc(NC(=O)c3snc4c(=O)[nH]c(C)nc34)cc2)C1 (stereo not given)	6	30%[activator]	4%	1%	-25%	-9	49
O=C(NCC1CCCCC1)c1cc(S(=O)(=O)N2CCCCC2)ccc1Cl	nt	-6%	nt	-13%	-19%	nt	-27
CC1CCN(C(=O)CN2c3cccc4cccc(c34)S2(=O)=O)CC1	nt	-5%	nt	-13%	-25%	nt	-12
Cc1c(CC(=O)NCCCC(=O)O)c(=O)oc2cc3occ(-c4ccccc4)c3cc12	-3	18%	2%	5%	-7%	-5	17
O=C(NCCC1CCCCN1S(=O)(=O)c1cccs1)C(=O)Nc1ccccc1F (stereo not given)	nt	19%	nt	-4%	-24%	nt	-1
C=CCn1cccc(C(=O)Nc2ccc(OC)c(OC)c2)c1=O	36	9%	1%	?	2%	28	2
COc1ccc(N(CC(=O)NCCSCc2cccc(Cl)c2)S(C)(=O)=O)cc1Cl	-4	4%	1%	-26%	69%[activator]	nt	11
COc1cc(NC(=O)COC(=O)/C=C/c2c(C)nn(-c3ccc(F)cc3)c2Cl)cc(OC)c1	2	31%[activator]	3%	-7%	-15%	10	-8
CC(C)NC(=O)N1CCC(c2nc3ccccc3s2)CC1	-4	-1%	-1%	-7%	-9%	-11	41
CCc1ccc(-c2cc(C)no2)cc1S(=O)(=O)N1CCOc2ccc(C)cc21	2	3%	nt	0%	1%	-3	?
COc1ccc(C(CC(=O)NCc2ccco2)c2ccc(F)cc2)cc1 (stereo not given)	1	12%	-3%	-13%	-18%	-6	-22
N#CCC(=O)N/N=C1\CCCCC1C1CCCCC1 (stereo not given)	-4	25%	-1%	-4%	-13%	-11	-21
COC(=O)c1ccccc1NC(=O)CSc1ccccn1	-4	-3%	2%	-6%	-28%	24	13
Cc1ccc(S(=O)(=O)N2CCN(C(=O)c3cc(S(=O)(=O)N(C)C)ccc3N3CCCC3)CC2)cc1	nt	-4%	nt	3%	-9%	nt	3
CCNc1ccc(S(=O)(=O)N(C)C)cc1NCC(=O)Nc1ccccc1F	-1	-21%	-2%	0%	-34%	15	20
O=C1CC(N2CCC(C(=O)N3CCCCC3)CC2)C(=O)N1 (stereo not given)	-2	-1%	1%	?	-15%	-2	12
CN(Cc1ccccc1)C(=O)COC(=O)c1cc(=O)c2ccccc2o1	nt	-12%	nt	nt	-3%	nt	17
CC(=O)c1csc(Nc2ccccc2Cl)n1	33*	11%	-5%	-6%	-18%	68*	111
COc1ccc(-c2nc(CS(=O)(=O)CC(=O)Nc3ccc(Cl)cc3)c(C)o2)cc1	19*	-2%	5%	-3%	4µM*	40*	50
Cc1ccc(CN2CCC(CO)(CC3CCCCO3)CC2)o1 (stereo not given)	0	-3%	5%	-2%	-9%	-4	16
O=C(c1cccc(F)c1)N(Cc1nc2ccccc2c(=O)[nH]1)C1CCCC1	9	76%[activator]	-3%	2%	-4%	-5	8
The list continues:
SMILES	CHX counter	AMA1 RON2 block	Giardia FBPA inh	AmpC inh detg	AmpC no deterg	Shiga inhibitor	HCMV inh
CCSc1nnc(NC(=O)C2CC=CCC2C(=O)O)s1 (stereo not given)	1	-17%	2%	?	-10%	-9	53
CCOC(=O)C1CCN(C(=O)COC(=O)c2c(C)c(CC)nc3ccccc23)CC1	nt	-2%[11.6 µM]	nt	nt	43%	nt	78
Cc1ccc2c(c1)N(C(=O)CCC(=O)N1CCC(C(N)=O)CC1)CCO2	-4	6%	0%	-21%	39%	-2	1
O=C(Nc1cccc(F)c1)c1ccc(CSc2ccccc2)o1	55*	11%	-7%	9%	-29%	95*	-11
Cc1ccc(CSc2nnc(C)c(=O)[nH]2)cc1	13	-10%	21%	2%	-7%	8	23
Cc1oc(-c2ccccc2)nc1C(=O)OCC(=O)NC(=O)NCC(C)C	-1	15%	6%	-10%	-10%	-8	43
O=C(c1cccc(S(=O)(=O)NCCOc2ccccc2)c1)N1CCN(c2ncccn2)CC1	-2	-8%	-1%	?	5%	12	-17
COc1ccc(NC(=O)CN(c2ccc(C)cc2)S(C)(=O)=O)c(OC)c1	5	-1%	2%	-7%	16%	-13	0
CCC(C)(c1nnnn1-c1c(C)cccc1C)N(N=O)c1ccccc1Cl (stereo not given)	-1	-17%	-1%	-11%	-28%	-7	13
COc1cccc(/C=N\NC(=O)c2sc(N)nc2C)c1OC	11	17%	-2%	-3%	-38%	-18	13

Screens from PubChem BioAssay.
